TEAD-YAP block: TEAD-YAP interaction inhibition, primary screen, TEAD-YAP interaction inhibitor project, luminescence, HEK-TIYL cells | TEAD-Gal4/YAP UAS-luciferase luminescence | inhibition, % at 9.12 µM | actives 1.4% (n = 640,000) | AID 1259422, 2018; in the data active = inhibition above about 32%;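 also: 0% = median of test compound wells and 100% = reference inhibitor wells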
FBW7 activator: FBW7 E3 ligase activators, primary screen, biochemical, AlphaScreen, human. F-box/WD repeat-containing protein 7 (Homo sapiens), Q969H0. AlphaScreen FBW7–phospho-cyclin E peptide binding, activator screen. normalized activity (activation), % at 26.1 µM. actives 0.13% (n = 650,000); in the data active = normalized activity above about 1.9%;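 also: purified mutant Fbw7 with reduced substrate affinity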
GPR151 ag: activators of human GPR151, primary screen, cell-based, PathHunter beta-arrestin, luminescence; PathHunter beta-arrestin GPR151 cells; G-protein coupled receptor 151 (Homo sapiens), Q8TDV0; activation, % at 11.2 µM; AID 1508602, 2020; actives 1% (n = 650,000); in the data active = activation above about 4.9%;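 also: 0% = median of compound wells and 100% = cells with positive control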
Target sequence (Q8TDV0 whole entry, looked up): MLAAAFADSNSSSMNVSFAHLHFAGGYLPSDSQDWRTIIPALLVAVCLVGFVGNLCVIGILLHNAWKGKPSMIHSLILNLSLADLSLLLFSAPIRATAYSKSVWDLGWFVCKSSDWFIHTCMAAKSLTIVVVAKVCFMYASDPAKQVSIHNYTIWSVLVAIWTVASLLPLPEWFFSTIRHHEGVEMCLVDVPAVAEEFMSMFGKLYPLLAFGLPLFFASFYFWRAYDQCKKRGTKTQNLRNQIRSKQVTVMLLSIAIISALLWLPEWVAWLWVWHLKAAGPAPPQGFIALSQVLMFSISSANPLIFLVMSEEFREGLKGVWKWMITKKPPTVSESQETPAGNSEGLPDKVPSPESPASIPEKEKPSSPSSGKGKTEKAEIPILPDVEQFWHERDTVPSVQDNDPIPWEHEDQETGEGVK
MITF inh: MITF inhibitors, primary screen, biochemical, AlphaScreen, human. Microphthalmia-associated transcription factor (Homo sapiens), O75030. AlphaScreen MITF homodimerization, bead proximity signal. inhibition, % at 2.6 µM. actives 0.91% (n = 650,000); in the data active = inhibition above about 50%;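 also: 0% = vehicle wells with protein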
Target sequence (O75030 whole entry, looked up): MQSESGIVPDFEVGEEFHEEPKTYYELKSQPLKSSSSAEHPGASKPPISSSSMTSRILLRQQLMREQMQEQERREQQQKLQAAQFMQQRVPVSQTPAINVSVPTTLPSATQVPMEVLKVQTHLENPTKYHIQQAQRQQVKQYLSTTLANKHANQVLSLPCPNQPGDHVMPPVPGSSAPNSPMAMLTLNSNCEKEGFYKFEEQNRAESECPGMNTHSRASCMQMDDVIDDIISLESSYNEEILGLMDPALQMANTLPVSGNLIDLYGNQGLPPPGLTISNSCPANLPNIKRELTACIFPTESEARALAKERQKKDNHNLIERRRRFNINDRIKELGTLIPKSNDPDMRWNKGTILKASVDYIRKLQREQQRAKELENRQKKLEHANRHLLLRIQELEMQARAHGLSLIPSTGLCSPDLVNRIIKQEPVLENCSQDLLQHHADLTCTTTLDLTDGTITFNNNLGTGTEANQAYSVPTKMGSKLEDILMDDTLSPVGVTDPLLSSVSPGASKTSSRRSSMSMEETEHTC
Numbers without * were called inactive; · = no result given; & = joins results of further samples. Rows are unselected. About 3.5% of those tested had a hit in this group.

entry | canonical_smiles | TEAD-YAP block | FBW7 activator
1 | O=C(O)C1CCC(N2C(=O)c3cc(Cl)c(Cl)cc3C2=O)CC1 (configuration not stated) | 5.0 | -0.1
2 | Cc1ccc(-n2c(SCC(N)=O)nc(O)cc2=O)cc1 | -4.8 | 0.1
3 | O=C(NCCN1CCOCC1)c1ccccc1F | -5.7 | 0.2
4 | CCOC(=O)C1(CCOc2ccccc2)CCN(Cc2cnc(SC)nc2)CC1 | 13.2 | 0.0
5 | CCSc1ccccc1C(=O)NCCn1cnc(-c2ccccc2)cc1=O | 1.5 | 0.2
6 | CC(=O)N1CC(C)Oc2cc(S(=O)(=O)N(CC(C)C)CC(C)C)ccc21 (configuration not stated) | -6.8 | 0.1
7 | CCOc1ccc2c(c1)-c1c(sn(-c3ccccc3OC)c1=S)C(C)(C)N2 | 8.7 | -0.7
8 | CCOC(=O)C(=O)Nc1nc(-c2ccc3c(c2)CCN3C(C)=O)c(C)s1 | -10.3 | -0.1

entry | GPR151 ag | MITF inh
1 | -1.1 | -3.3
2 | -0.6 | 16.5
3 | 0.1 | 13.5
4 | -0.5 | 12.4
5 | -0.8 | 4.0
6 | -0.6 | -11.1
7 | -0.7 | 14.8
8 | -0.2 | -6.2

Next part
entry | canonical_smiles | TEAD-YAP block | FBW7 activator
9 | CCOc1ccc(C(=O)OCc2ccccc2C#N)cc1 | 7.9 | 0.0
10 | O=C(CCCN1C(=O)c2cccc3cccc(c23)C1=O)OCC(=O)c1ccc(F)cc1 | -7.4 | 0.2
11 | Cc1ccc(Nc2nc(N)nc(CSc3nnc(C)s3)n2)cc1 | -50.9 | 0.0
12 | CC(C)Oc1nnnn1-c1ccccc1 | 9.3 | 0.0
13 | CCOC(c1ccccc1)c1ccc2c(c1)CN(C(=O)CSc1ccncc1)CCO2 (configuration not stated) | -8.3 | 0.8
14 | CN=C(NS(=O)(=O)c1ccccc1)c1ccccc1Cl | -4.3&-6.2 | 0.1&-0.1
15 | O=S(=O)(NCc1ccncc1)c1ccc(Br)s1 | 34.3* | -0.2
16 | COCC(=O)N(c1ccc(C)cc1)C(C)C(=O)OC (configuration not stated) | -2.6 | 0.0

entry | GPR151 ag | MITF inh
9 | -1.3 | -6.4
10 | -0.4 | 21.3
11 | 1.0 | 13.4
12 | -1.4 | -8.6
13 | -0.3 | 3.2
14 | 0.7&-0.9 | -10.1&-3.9
15 | 3.5 | -8.5
16 | -1.2 | 3.2

(list continues)
entry | canonical_smiles | TEAD-YAP block | FBW7 activator
17 | CC(Oc1cccc(Cl)c1)C(=O)N/N=C/c1ccccc1O (configuration not stated) | 7.9 | 0.4
18 | CC(=O)n1c(C)c(-c2ccccc2)c2cc(Cl)ccc21 | 0.5 | -0.1
19 | C/C=C/Cn1c(SCC(=O)O)nc2c1c(=O)[nH]c(=O)n2C | 4.3 | 0.0
20 | CCC(=O)N1CCCc2ccc(NC(=O)C(C)C)cc21 | 13.2 | -0.2
21 | Cc1c(Cl)cccc1NC(=O)NC1CCCCC1 | -10.1 | 0.1
22 | COc1ccccc1N1C(=O)C2C3c4ccccc4C([N+](=O)[O-])(c4ccccc43)C2C1=O (configuration not stated) | 6.0 | 0.2
23 | COc1ccc(C(=O)N2CCCN(c3nc4c(C)c(C)ccc4cc3C#N)CC2)cc1 | -0.4 | -0.2
24 | O=C(Nc1nnc(S(=O)(=O)N2CCCC2)s1)c1cccc2ccccc12 | -3.2 | -0.2

entry | GPR151 ag | MITF inh
17 | 6.6* | 5.3
18 | -0.7 | -7.8
19 | 0.1 | 11.7
20 | -0.9 | -10.3
21 | 0.5 | -5.0
22 | 0.1 | 6.8
23 | 0.9 | -6.9
24 | 0.7 | -0.8

Additional entries:
entry | canonical_smiles | TEAD-YAP block | FBW7 activator
25 | Cc1cc(C)cc(NC(=O)CN2CCN(c3ccc(F)cc3)CC2)c1 | 5.1 | 0.1
26 | Cc1ccn2c(-c3csc(Nc4ccccn4)n3)c(C)nc2c1 | -2.7 | 0.0
27 | COc1cc2c(cc1OC)CN(C(=S)NCc1cccs1)CC2 | -2.9 | 0.2
28 | Cc1cccc(NC(=O)CSc2nsc(SCC(=O)Nc3cccc(C)c3C)n2)c1C | 9.9 | 0.0
29 | CC(=C\C(=O)O)/C(=C/c1cccnc1)C(=O)O | 0.5 | -0.1
30 | O=C(/C=C/c1ccccc1)N1CCCCCC1 | -18.4 | -0.3
31 | CCCC(CCC)C(=O)Nc1cc(C)nn1-c1nc2c(cnn2-c2cccc(Cl)c2)c(=O)[nH]1 | 9.8 | 0.1
32 | COc1ccc(C)cc1NC(=O)c1cc(S(=O)(=O)N2CCC(C)CC2)ccc1F | 9.3 | 0.5

entry | GPR151 ag | MITF inh
25 | -0.6 | 3.9
26 | -1.4 | -9.6
27 | -1.0 | 2.6
28 | -0.8 | -3.4
29 | 0.2 | 17.3
30 | -1.0 | -2.0
31 | 1.7 | 18.5
32 | -0.7 | 16.4

(further entries)
entry | canonical_smiles | TEAD-YAP block | FBW7 activator
33 | C/C(N)=C(/C#N)C(=O)COC(=O)c1ccc(C)c(S(=O)(=O)N2CCCCC2)c1 | 3.6 | 0.4
34 | CC1(C)CC(=O)C2=C(C1)Nc1ncnn1C2c1ccccc1F (configuration not stated) | -3.8 | 0.3
35 | COc1cc2ccccc2cc1C(=O)Nc1sc2c(c1C#N)CCC2 | -3.0 | -0.1
36 | Cc1cccc(NC(=O)Nc2ccccc2[N+](=O)[O-])n1 | -20.7 | -0.1
37 | CN(Cc1nc2ccccc2c(=O)[nH]1)Cc1ccccc1Br | -11.4 | -0.1
38 | O=S(=O)(c1ccc(Cl)cc1)N(CCO)CC(O)Cn1c2ccccc2c2ccccc21 (configuration not stated) | 3.2 | -0.2
39 | Cn1c(-c2ccccc2)nn(C2CC(=O)C3OCC2O3)c1=S (configuration not stated) | 6.9 | 0.1
40 | CCOC(=O)C1CCC(CN(Cc2ccc(Cl)cc2)S(=O)(=O)c2ccc(F)c(C(=O)Nc3ccc(Cl)cc3)c2)CC1 (configuration not stated) | -1.4 | 0.2

entry | GPR151 ag | MITF inh
33 | -1.2 | 17.0
34 | 1.5 | -5.2
35 | -1.9 | -5.5
36 | -0.7 | -4.6
37 | 0.9 | -2.3
38 | 0.9 | -0.9
39 | 0.5 | 0.1
40 | 0.9 | -10.0

(continued)
entry | canonical_smiles | TEAD-YAP block | FBW7 activator
41 | CCCc1cc2c(=O)c(-c3ccc(C(=O)OCC)o3)coc2cc1O | -4.5 | -0.1
42 | CN(C)S(=O)(=O)c1ccc(C(=O)OCC(=O)N2CCOCC2)cc1 | -1.5 | 0.1
43 | CCN(CC)c1ccc2cc(S(=O)(=O)c3ccc(F)cc3)c(=O)oc2c1 | -17.1 | 2.1*
44 | CCc1cccc2c1=NC(=O)C=2c1sc(=S)[nH]c1O | -9.6 | 0.0
45 | COC(=O)C/C=C/[C@@H](C)[C@@H](/C=N/O[C@H](C)CN1CCCc2nc(C)c(C)cc21)NS(=O)(=O)c1ccc(C)cc1 | · | -0.1
46 | CCC(C)(C)NC(=O)C(c1ccco1)N(Cc1ccccc1)C(=O)c1csnn1 (configuration not stated) | 4.1 | 0.0
47 | CC(=O)Nn1c(C)nc2ccccc2c1=O | 0.4 | 0.0
48 | Fc1cccc(Cl)c1CSc1nc2ccccc2s1 | -51.7 | 0.0

entry | GPR151 ag | MITF inh
41 | 0.0 | 6.4
42 | -0.8 | 14.4
43 | -1.1 | -31.9
44 | 2.5 | 9.9
45 | 1.9 | -3.9
46 | 0.9 | 7.3
47 | 1.4 | 1.0
48 | 1.3 | -0.5

(list continues)
entry | canonical_smiles | TEAD-YAP block | FBW7 activator
49 | C/C(=N\Nc1ccc(C)cc1)c1ccccc1O | -2.7 | -0.1
50 | O=C(NCCC1=CCCCC1)c1cccnc1SCc1cccc(Br)c1 | -3.4 | -0.1
51 | Cc1ccc(CN2C(=O)C3C(C(=O)Nc4ccc(Oc5ccccc5)cc4)C4C=CC3(O4)C2C(=O)NC2CCCCC2)cc1 (configuration not stated) | 9.6 | 0.1
52 | COc1cccc(C(=O)NCCc2cc3c(OC)ccc(OC)c3[nH]c2=O)c1 | -4.1 | -0.3
53 | O=C(CSc1nnc(COc2ccccc2)n1-c1ccccc1)N1CCN(c2nc3ccccc3s2)CC1 | 8.5 | 0.2
54 | COc1cc(C(=O)Nc2c(-c3ccc(C)cc3)nc3ncccn23)cc(OC)c1OC | -4.4 | -0.1
55 | COc1ccc(N2CCN(c3ncnc4sc(C(=O)NC5CCCCC5)c(C)c34)CC2)cc1 | 4.7 | 0.0
56 | CC1(C)CC(NC(=O)C(=O)NCCc2ccc(Cl)cc2)CC(C)(C)N1 | 4.0 | -0.1

entry | GPR151 ag | MITF inh
49 | 3.2 | -4.3
50 | 0.7 | 5.2
51 | 0.2 | -17.6
52 | 1.0 | 4.5
53 | 1.0 | 14.5
54 | 2.3 | 1.2
55 | 1.6 | 11.8
56 | 3.3 | -30.6

(continued)
entry | canonical_smiles | TEAD-YAP block | FBW7 activator
57 | O=C1c2cccc3cccc(c23)C(=O)N1OCc1ccccc1 | -25.8 | 0.7
58 | CC1CCN(CCCNC(=O)C2CC(=O)N(C3CCCCCCC3)C2)CC1 (configuration not stated) | -8.9 | 0.0
59 | Cc1cccc(C2=N/C(=C\c3ccc(C)o3)C(=O)O2)c1 | 2.9 | 0.0
60 | CC1CN(c2c(Cl)cccc2NC(=O)c2ccc(Br)o2)CCN1C(=O)OC(C)(C)C (configuration not stated) | 2.9 | 0.5
61 | Cc1cc(C)cc(Nc2ccc(C(=O)O)cc2N)c1 | -41.3 | 0.1
62 | COc1ccccc1CNCc1c(C(=O)O)n(Cc2ccccc2F)c2ccccc12 | 1.4 | 0.3
63 | CCOc1ccc(/C=N/NC(=O)C(=O)N(CC)CC)cc1 | 1.2 | 0.3
64 | Cc1cccn2c(=O)c3cc(C(=O)NC(C)c4ccccc4)c(=N)n(C4CCCC4)c3nc12 (configuration not stated) | -6.4 | 0.0

entry | GPR151 ag | MITF inh
57 | -0.4 | 4.7
58 | -0.1 | 2.1
59 | -1.8 | 1.4
60 | -0.3 | -6.3
61 | 0.3 | 4.0
62 | -0.2 | 4.1
63 | 1.5 | 4.7
64 | -1.0 | -7.8

(listing goes on)
entry | canonical_smiles | TEAD-YAP block | FBW7 activator
65 | CC(=O)c1ccc(-c2ccc(/C=C3/SC(=S)NC3=O)o2)cc1 | -7.3 | -1.1
66 | COc1ccc(O)c(CN2CCN(Cc3ccccc3OC)CC2)c1 | -4.1 | -0.2
67 | CCOc1ccc(Nc2nc(C)c([N+](=O)[O-])c(Nc3ccccc3)n2)cc1 | -7.5 | 0.2
68 | CCOc1cc(C(=O)NCCOC)cc(Cl)c1OCc1ccccc1 | 12.7 | 0.0
69 | CC(C)(C)C1CCc2nc(N)sc2C1 (configuration not stated) | -12.4 | -0.2
70 | CN(C)c1ccc(C(O)c2cccs2)cc1 (configuration not stated) | -33.0 | -0.3
71 | CC(=O)N1CCCC(c2nc(-c3ccncc3)ncc2-c2ccccc2)C1 (configuration not stated) | -16.3 | -0.6
72 | Fc1ccc(-c2sc(Nc3cccc(Cl)c3)nc2C(F)(F)F)cc1 | -17.7 | 0.0

entry | GPR151 ag | MITF inh
65 | -1.2 | 74.2*
66 | -1.2 | 69.0*
67 | -1.5 | 11.0
68 | -0.4 | 15.1
69 | -1.4 | 5.3
70 | -0.6 | 15.2
71 | 1.0 | 10.4
72 | 1.0 | 0.8

Continuation.
entry | canonical_smiles | TEAD-YAP block | FBW7 activator
73 | COc1ccc(C2CC(c3ccc(Cl)cc3)=NN2S(=O)(=O)c2ccc(C)cc2)cc1 (configuration not stated) | -2.0 | 0.0
74 | Fc1ccccc1CSc1nnnn1-c1ccc2c(c1)OCO2 | -6.7 | 0.1
75 | CCOC(=O)c1sc(NC(=O)C(C)Sc2nnc(CNC(=O)c3ccc(OC)cc3)n2-c2ccc(F)cc2)c(C(=O)OCC)c1C (configuration not stated) | 6.0 | 0.0
76 | COC(=O)c1sc(NC(=O)C2CCCCC2)c(C(=O)OC)c1C | 2.1 | -0.1
77 | COC(=O)Cn1cc(S(=O)(=O)Nc2ccc(C)cc2)c2cc([N+](=O)[O-])ccc21 | 10.3 | 0.0
78 | COc1nc(Cl)nc(N2CCCCC2)n1 | -12.3 | 0.2
79 | CCSc1nnc2c(n1)OC(c1cc(OC)c(OC)cc1Cl)Nc1ccccc1-2 (configuration not stated) | -11.4 | -0.1
80 | CCCn1nnc(NCc2ccc(OCc3cccs3)c(OC)c2)n1 | -8.9 | 0.2

entry | GPR151 ag | MITF inh
73 | 2.7 | 7.4
74 | 3.2 | 5.7
75 | 1.5 | -2.6
76 | 0.2 | -10.4
77 | 0.1 | 6.9
78 | 0.1 | -10.6
79 | 0.6 | -3.7
80 | 1.9 | 6.3

Screens deposited in PubChem by The Scripps Research Institute Molecular Screening Center.
